Assay outcomes deposited in PubChem BioAssay by several laboratories.
Rtt109 HAT inh: inhibitors of C. albicans Rtt109/Vps75 HAT, primary screen, biochemical, ThioGlo CoA-SH fluorescence, plate reader | Histone acetyltransferase RTT109 (Candida albicans (strain SC5314 / ATCC MYA-2876)), … | purified Rtt109/Vps75, 4 h | inhibition, % at 34.9 µM | 330,000 tested, 0.16% active | AID 540336, 2011;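 active = inhibition of at least 50% in every replicate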
Target sequence (Q5AAJ8 whole entry, looked up): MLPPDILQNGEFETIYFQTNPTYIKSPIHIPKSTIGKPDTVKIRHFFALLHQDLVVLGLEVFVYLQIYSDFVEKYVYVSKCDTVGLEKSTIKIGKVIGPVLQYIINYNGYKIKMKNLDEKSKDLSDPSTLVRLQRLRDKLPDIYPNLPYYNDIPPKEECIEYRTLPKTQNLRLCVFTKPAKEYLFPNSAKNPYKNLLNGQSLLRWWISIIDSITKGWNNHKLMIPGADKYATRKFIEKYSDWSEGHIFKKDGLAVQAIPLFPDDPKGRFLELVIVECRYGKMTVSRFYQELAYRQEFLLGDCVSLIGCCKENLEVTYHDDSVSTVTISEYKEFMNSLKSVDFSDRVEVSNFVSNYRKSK
SR-BI DiI-HDL act: activators of SR-BI mediated DiI-HDL uptake, primary screen, ldlA[mSR-BI] CHO cells, DiI fluorescence; 320,000 tested, 0.096% active; 3 h; 100 = double the neutral-control signal; AID 504775, 2011; activation, % at 12.5 µM;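 active = mean replicate activation of at least 60% and every replicate at or above 60%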;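 note: 0% = median plate neutral-control signal and 100% = twice that signal; values of inactives mirror those of a sister screen read the other way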
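Material – SR-BI-overexpressing, LDLR-lacking CHO cells · Medium – BSA-supplemented, HEPES-buffered Ham's F12, pH 7.4 · Doses – single concentration · Times – compound with DiI-HDL co-incubation, 3 h at 37 °C · Measured by – bottom-read fluorescence, 550/595 nm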
dFosB act: activators of delta FosB homodimer, primary screen, biochemical, fluorescence polarization, TAMRA-CDK5 oligo, single point; 340,000 tested, 0.99% active; AID 493131, 2011; purified delta FosB; percent of positive-control signal above neutral wells; activation, % at 25 µM; Protein FosB (Mus musculus), P13346;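 active = mean activation above about 17%, with every replicate also reaching it, limit read from the data, passing the limit was not always enough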;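 note: fluorescence polarization rise as delta FosB binds a TAMRA Cdk5 AP-1 oligo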
HTR5A ag ctr: HTR5A agonists in luminescence cell assay, primary screen, counter-screen for OPRM1-OPRD1 heterodimer agonist project, full-deck HTS; cell-based; activation, % at 9.3 µM; 340,000 tested, 0.61% active; in the data active = activation mostly above about 9.5%, no sharp cut-off; inactive = mostly below about 7.6%;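 note: 0% = cells with vehicle only and 100% = reference agonist; strong numbers were not always called active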
Wnt act: Wnt/beta-catenin pathway activators, primary screen, cell-based, plate reader, single point; 300,000 tested, 1.2% active; activation, % at 9.35 µM; Wnt/beta-catenin reporter cell assay, activator; in the data active = activation above about 30%, passing the limit was not always enough;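 note: 0% = neutral control wells and 100% = positive control wells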
PvdQ inh: P. aeruginosa PvdQ acylase inhibitors, primary screen, biochemical, fluorescence, plate reader and imaging, single point; PvdQ acylase [Pseudomonas aeruginosa LESB58]; purified PvdQ acylase; inhibition, % at 10 µM; 340,000 tested, 0.063% active; in the data active = inhibition above about 30%, passing the limit was not always enough;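 note: 0% = vehicle neutral wells and 100% = reference inhibitor wells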
cardiac RTF act: cardiac RTF calcium sensitivity activators, primary screen, biochemical, IANBD-TnC fluorescence, EC20 calcium; IANBD-labeled TnC RTF fluorescence at EC20 calcium; 0% EC20 calcium, 100% full calcium; activation, % at 7.2 µM; 340,000 tested, 0.24% active; AID 493008, 2010;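 active = activation above the mean over all tested compounds plus 3 SD, cut at about 30% in these data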;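 note: rise in fluorescence read as greater calcium sensitivity of cardiac thin filaments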
CDK5 p35 inh: inhibitors of human CDK5/p35 kinase, primary screen, biochemical, single concentration; Cyclin-dependent kinase 5 (Homo sapiens) + Cyclin-dependent kinase 5 activator 1 (Homo …; Recombinant CDK5/p35, ADP-Glo luminescence, 60 min; inhibition, % at 10 µM; 330,000 tested, 0.01% active;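 active = highest replicate inhibition of at least 50% and at least 75% of replicates reaching 50%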;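 note: plate controls were DMSO neutral control for no effect and GW8510 at 10 µM for full effect; many of its hits are not listed in these tables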
SR-BI DiI inh: inhibitors of SR-BI mediated HDL lipid uptake, primary screen, ldlA[mSR-BI] cells, fluorescence, single point | Scavenger receptor class B member 1 (Mus musculus), Q61009 | 320,000 tested, 0.96% active | ldlA[mSR-BI] CHO cells, DiI-HDL uptake fluorescence, 3 h | AID 488896, 2010 | inhibition, % at 12.5 µM;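 active = mean replicate inhibition of at least 70% and a set share of replicates each scoring 70 or more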;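 note: 0% = median of neutral control wells and 100% = median of positive control wells; values of inactives mirror those of a sister screen read the other way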
Target sequence (Q61009 whole entry, looked up): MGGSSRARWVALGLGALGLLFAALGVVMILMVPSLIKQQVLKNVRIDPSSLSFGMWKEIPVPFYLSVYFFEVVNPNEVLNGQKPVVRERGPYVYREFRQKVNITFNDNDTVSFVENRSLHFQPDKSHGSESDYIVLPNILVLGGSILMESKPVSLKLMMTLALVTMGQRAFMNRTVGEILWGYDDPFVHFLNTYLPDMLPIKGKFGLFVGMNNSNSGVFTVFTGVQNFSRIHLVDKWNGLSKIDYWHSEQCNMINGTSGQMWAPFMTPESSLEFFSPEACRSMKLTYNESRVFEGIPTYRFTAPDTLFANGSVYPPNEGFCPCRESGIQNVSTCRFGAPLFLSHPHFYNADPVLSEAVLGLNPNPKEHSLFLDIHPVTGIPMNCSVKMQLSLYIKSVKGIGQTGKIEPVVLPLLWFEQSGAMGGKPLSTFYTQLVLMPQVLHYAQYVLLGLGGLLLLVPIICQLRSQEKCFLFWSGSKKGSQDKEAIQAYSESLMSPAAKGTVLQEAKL
MITF act: activators of MITF-driven TRPM1 promoter reporter, primary screen, cell-based, SK-MEL-5, luciferase, single point | AID 588334, 2011 | 300,000 tested, 0.75% active | SK-MEL-5 TRPM1-promoter luciferase, 24 h; % of positive control, neutral wells = 0 | activation, % at 12.5 µM;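 active = mean activation of at least 80% with every replicate also reaching 80%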;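 note: 0% = neutral control wells and 100% = parthenolide positive control wells; values of inactives mirror those of a sister screen read the other way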
The depositor's hits bear a star; x = no result given; & = joins results of further samples. Not a hit list, and some 4.4% of all compounds hit somewhere here.

item	smiles	Rtt109 HAT inh	SR-BI DiI-HDL act	dFosB act	HTR5A ag ctr	Wnt act	PvdQ inh	cardiac RTF act	CDK5 p35 inh	SR-BI DiI inh	MITF act
1	CCCCc1nc(NCC2CCCO2)c(C#N)c2c1COC(C)(C)C2 (stereo unspecified)	-3	-20	-9	-1	-1	-17	-7	-0.9	20	13
2	Cc1ccc(C2C3=C(CCCC3=O)N=C3c4ccccc4C(=O)C32)cc1 (stereo unspecified)	16	37	-13	0	-1	-7	-7	1.1	-37	4
3	COc1ccc(C)cc1NC(=O)c1ccc([N+](=O)[O-])cc1[N+](=O)[O-]	-2	-36	0	8	-3	-10	-4	1.5	36	-12
4	O=C(O)CCCN1C(=O)c2ccc(Oc3cccc([N+](=O)[O-])c3)cc2C1=O	-2	3	2	0	-2	5	-1	-0.1	-3	-6
5	COc1ccc(OCCSc2nnc3sc4ccccc4n23)cc1	x	8	2	0	6	-1	-1	-0.5	-8	22
6	OC(COc1ccc2ccccc2c1)CN1CCCC1 (stereo unspecified)	-8	-7	-2	4	8	-13	-1	-0.8	7	19
7	O=C(c1ccc(Cn2c(=O)[nH]c3ccccc3c2=O)cc1)N1CCN(c2ccccc2)CC1	20	2	-5	15*	13	8	1	1.8	-2	x
8	Cc1cc(-c2onc(C)c2C(=O)N/N=C/c2ccccc2)no1	4	9	-1	-8	1	-9	3	-0.1	-9	21
9	COc1ccc(OC)c2[nH]c(=O)c(CCNC(=O)c3ccc4c(c3)OCO4)cc12	-5	-3	-5	0	x	-1	-2	1.3	3	16
10	COc1ccccc1-n1cnnc1SCC(=O)NC1CCCCC1	6	0	-6	1	3	-8	-2	0.9	0	9
11	CC(=O)c1ccc(N2CCN(C(=O)CN3C(=O)NC4(CCCCC4)C3=O)CC2)c(F)c1	-13	-35	4	5	-3	5	2	-3.6	35	4
12	Cc1cccc(OCCCC(=O)Nc2ccc(S(=O)(=O)N3CCCC3)cc2)c1	14	-12	-8	0	x	2	-3	-1.4	12	-19
13	Cc1ccc(Cn2c(SCC(C)C)nc3c2c(=O)[nH]c(=O)n3C)cc1	2	8	-1	-9	x	-20	2	-0.3	-8	-4
14	CN1C(=S)SC(/[N+]([O-])=C/c2cccnc2)C1(C)C (stereo unspecified)	-2	-7	4	5	x	-14	2	0.5	7	-7
15	O=C(Nc1ccccc1C(=O)N1CCCCCC1)c1ccc(Cl)cc1	1	0	-7	-1	-3	-13	-8	-1.9	0	0
16	C[C@H](NC(=O)c1ccccc1)C(=O)N1CCN(Cc2ccc3c(c2)OCO3)CC1	1	6	3	-1	0	-12	-1	-0.3	-6	-8
17	CC(C)CC(NC(=O)C(NC(=O)OC(C)(C)C)C(C)C)C(=O)NC(CCC(=O)OCc1ccccc1)C(N)=O (stereo unspecified)	6&9	0&-11	3	4	-5	-10&-2	4	0.4	0&11	2
18	Cc1cc(C)c(OCC(=O)OCC(=O)NCCC2=CCCCC2)c(C)c1	-10	24	-13	4	-1	-3	-8	-0.4	-24	-9
19	CCOC(=O)CN1C(=O)S/C(=C/c2ccc(OCc3ccc(C(=O)O)cc3)cc2)C1=O	8	7	-3	-1	0	-5	-3	0.3	-7	-4
20	CC(=O)Nc1ccc2c(c1)Cc1ccc(Cl)cc1-2	1	-74	-3	4	13	8	1	-1.7	74*	46
21	CCN(CC)CCCN(Cc1cc2cc3c(cc2[nH]c1=O)OCO3)C(=S)NC	2	51	0	11*	0	10	4	-0.8	-51	6
22	Cc1cccc(NC(=O)C2CCN(C(=O)NCc3ccccc3)CC2)c1C	19	-9	-4	-1	0	5	3	1.0	9	-15
23	Cc1ccc(Cl)cc1N1CCN(C(=O)C2CCN(S(=O)(=O)c3cccnc3)CC2)CC1	12	-45	-8	2	x	8	-2	-0.9	45	-9
24	COc1cc(C(=O)NNC(=O)Cc2cccs2)cc(OC)c1OC	4	-10	5	-4	-9	-11	-4	-3.5	10	2
25	CCc1nc(SCC(=O)N2CCOCC2)c2c(=O)n(C)c(=O)n(C)c2n1	3	34	4	-5	-1	3	-1	-1.4	-34	-9
26	CC12COC3(C(=O)Nc4ccc([N+](=O)[O-])cc4)CC1CCC32C (stereo unspecified)	-5	13	-6	2	1	-13	7	0.5	-13	-2
27	c1ccc(N2CCN(c3ccc4nncn4n3)CC2)nc1	-4	-1	-9	-5	-1	-16	2	-1.4	1	6
28	COC(=O)c1sccc1Oc1c(Cl)cccc1[N+](=O)[O-]	0	13	0	x	-1	-2	x	-0.6	-13	2
29	COc1ccccc1Nc1nc(N)nc(CSC(=S)N2CCOCC2)n1	12	-7	-3	12	4	1	8	0.0	7	34
30	CCN1CCN(c2cc(C)c3cc(NC(=S)N4CCN(c5ccc(F)cc5)CC4)ccc3n2)CC1	1	x	1	5	-9	1	-1	-0.9	x	-84
31	CCN(CC)c1ccc(C2C(C(=O)OC)=C(C)NC(C)=C2C(=O)OC)cc1	-3	16	-9	-2	x	-4	-5	-2.1	-16	2
32	Cc1ccc(NS(=O)(=O)c2cc([N+](=O)[O-])ccc2NNC(=S)Nc2cc(C)ccc2C)c(C)c1	12	-79	-1	-3	-7	-7	-2	2.2	79*	-38
33	O=C(CCC(=O)N(Cc1ccco1)C(C(=O)NC1CCCC1)c1ccncc1)Nc1cccnc1 (stereo unspecified)	2	22	4	1	0	-1	1	0.0	-22	7
34	O=C(OC(C(=O)NCc1ccco1)c1ccc(Cl)cc1)c1cccs1 (stereo unspecified)	-6	33	-3	7	1	-14	-2	-1.4	-33	3
35	COc1cccc(CNC(=O)CN(C)S(=O)(=O)c2ccc3c(c2)n(C)c(=O)c(=O)n3C)c1	-9	15	1	-2	-1	-8	-2	1.7	-15	5
36	CCOc1ccc(CN2CCN(CC(O)Cn3c4ccccc4c4ccccc43)CC2)cc1 (stereo unspecified)	4	-2	1	8	3	3	1	-0.2	2	-2
37	CC(C)CCOc1ccc(C(=O)N2CCCC2C(=O)O)cc1 (stereo unspecified)	1	2	-4	6	0	8	3	-0.7	-2	-7
38	O=C1NN=COc2ccccc21	-44	18	-1	-2	0	-9	3	-0.2	-18	-19
39	COc1ccc(OC)c(NC(=O)CCN2C(=O)c3cccc([N+](=O)[O-])c3C2=O)c1	-2	-9	-3	1	-1	-20	-2	0.1	9	10
40	CCc1ccccc1N(C)S(=O)(=O)c1ccc2[nH]cc(C(=O)N3CCc4ccccc43)c(=O)c2c1	-7	33	9	3	-2	12	1	-2.1	-33	-11
41	O=C(CN1CCOCC1)Nc1c(-c2ccccc2)c2cc(Br)ccc2[nH]c1=O	-22	13	-10	-3	x	-5	-4	1.2	-13	4
42	CCOC(=O)N1CCC(NCCNC(=O)c2cccc(F)c2)CC1	1	35	3	-5	-2	-10	3	-2.0	-35	-3
43	CC(C)CNC(C)C(=O)Nc1ccc(S(N)(=O)=O)cc1 (stereo unspecified)	-2	3	2	-4	-1	-4	2	0.0	-3	0
44	Fc1ccc(CNCCC(Cc2ccccc2)c2ccco2)cc1 (stereo unspecified)	3	3	-11	3	-1	-13	1	-0.7	-3	x
45	CN(C(=O)Cn1cc([N+](=O)[O-])ccc1=O)C1CCCCC1	-6	33	4	-1	4	7	1	0.1	-33	4
46	Cc1nn(C)c(Cl)c1CN1CCCC(C(=O)Nc2cccc(-n3cccn3)c2)C1 (stereo unspecified)	4	x	-7	-2	-1	5	-4	0.8	11	-20
47	CC1CCCCN1S(=O)(=O)c1ccc(C(=O)Nc2nnc(-c3ccccc3Cl)o2)cc1 (stereo unspecified)	-2	0	4	3	x	-16	9	1.3	0	-10
48	N[C@@H](Cc1ccc(O)cc1)c1nnc([C@H](CC(=O)O)NC(=O)C2CCNCC2)o1	10	11	5	11	1	2	-3	2.9	-11	7
49	O=C(N/N=C/C1CC=CCC1)c1cc(Br)ccc1O (stereo unspecified)	6	-13	-6	-2	-1	-16	3	1.1	13	-6
50	Cc1cc(=O)oc2cc(OCC(=O)NC3CC(C)(C)NC(C)(C)C3)ccc12	12	-3	0	3	1	-12	3	1.6	3	4
51	COc1ccc(CCNC(=O)CNS(=O)(=O)c2ccc(F)c(Cl)c2)cc1OC	-10	-3	-4	-2	-1	-4	-4	-1.6	3	x
52	Cc1noc(C)c1S(=O)(=O)N(CCc1ccccc1)Cc1ccccc1	0	3	-5	-1	-3	-8	-3	-2.0	-3	9
53	O=C(/C=C/c1ccccc1)N1CCCN(C(=O)/C=C/c2ccccc2)CC1	3	9	-6	-2	x	-14	1	-0.5	-9	-7
54	CCOC(=O)N1CCN(C(=O)C(C)N(c2ccccc2)S(C)(=O)=O)CC1 (stereo unspecified)	-8	23	0	3	-1	-10	4	0.5	-23	-7
55	Cc1ccc(NC(=S)NC2CCCC2)cc1	2	-9	4	-2	x	-12	5	2.2	9	55
56	CC(C)(C)NC(=O)NC(=O)COC(=O)Cn1c(C(F)(F)F)nc2ccccc21	6	-10	-7	6	x	15	-5	3.4	10	-7
57	Cc1cccc(-c2oc3ccc(-c4ccc5c(c4)OCO5)cc3c2/C=C/c2ccc(N)cc2)c1	6	-20	-6	13	x	-6	4	0.0	20	x
58	CCN(CC)C(=O)CSc1nc2ccccc2o1	-14	10	-5	-5	x	-10	-3	-1.3	-10	32
59	CCOC(=O)C1CCCN(C(=O)c2ccc(CS(=O)(=O)c3ccc(Br)cc3)o2)C1 (stereo unspecified)	-10	3	-7	0	-3	-10	7	-0.5	-3	0
60	COc1cc(C(=O)NCC(=O)OCc2ccccc2Cl)cc(OC)c1OC	1	19	-6	2	-1	12	0	0.1	-19	-2
61	Cc1cccc(NC(=O)c2ccc(S(=O)(=O)NCc3cccnc3)cc2)c1	-6	-20	-3	7	-2	-9	-5	-3.2	20	-15

A second format for 2 compounds above:
58) CCN(CC)C(=O)CSc1nc2ccccc2o1
  Rtt109 HAT inh: -14	SR-BI DiI-HDL act: 10	dFosB act: -5	HTR5A ag ctr: -5	Wnt act: x	PvdQ inh: -10	cardiac RTF act: -3	CDK5 p35 inh: -1.3	SR-BI DiI inh: -10	MITF act: 32
61) Cc1cccc(NC(=O)c2ccc(S(=O)(=O)NCc3cccnc3)cc2)c1
  Rtt109 HAT inh: -6	SR-BI DiI-HDL act: -20	dFosB act: -3	HTR5A ag ctr: 7	Wnt act: -2	PvdQ inh: -9	cardiac RTF act: -5	CDK5 p35 inh: -3.2	SR-BI DiI inh: 20	MITF act: -15
